Screens deposited in PubChem by ICCB-Longwood Screening Facility, Harvard Medical School.
PV pol inh: inhibitors of poliovirus RNA polymerase binding and polymerization | 0.66% of 150,000 active | % elongation, % (compound at 16.7 µg/mL) | P03300 | poliovirus polymerase elongation, fluorescence polarization; hits give low values; in the data active = % elongation below about 90%; also: some results filed as inactive read as strong as hits
Target sequence (P03300 1749-2209 limits assumed): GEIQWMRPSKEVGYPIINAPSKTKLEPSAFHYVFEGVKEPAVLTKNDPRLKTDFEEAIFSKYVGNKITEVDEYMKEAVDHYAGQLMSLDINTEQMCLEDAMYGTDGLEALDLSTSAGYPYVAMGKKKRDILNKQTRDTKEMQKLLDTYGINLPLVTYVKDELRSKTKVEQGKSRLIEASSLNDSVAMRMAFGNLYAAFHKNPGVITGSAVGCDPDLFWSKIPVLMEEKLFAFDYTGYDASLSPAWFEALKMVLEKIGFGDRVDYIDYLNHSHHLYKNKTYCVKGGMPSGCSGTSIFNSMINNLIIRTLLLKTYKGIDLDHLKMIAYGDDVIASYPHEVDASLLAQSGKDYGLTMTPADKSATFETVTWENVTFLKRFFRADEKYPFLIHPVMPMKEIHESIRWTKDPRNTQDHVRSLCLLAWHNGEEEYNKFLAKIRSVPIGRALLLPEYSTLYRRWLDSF
PV pol inh FP z-score: second read-out of PV pol inh, no call of its own (marks repeat the call); z-score; measured here: FP z-score; hits read low
* marks the source's active call; other numbers are inactive results.

SMILES	PV pol inh	PV pol inh FP z-score
COc1ccc(C2CC(c3cccs3)=NN2C(=O)CSc2nnnn2C2CC2)cc1OC (stereo not given)	100	-0.2
CC(C)COc1ccc(C(=O)Nc2scc(-c3ccc(Br)cc3)c2C(=O)OC(C)C)cc1	102	-0.1
Cn1c(C(=O)NCc2ccc(Cl)cc2)cc2c(=O)n(C)c3ccccc3c21	104	0.1
CC(=O)Nc1ccc(-c2cn3ccccc3n2)cc1	101	-0.2
Cc1cccc(NCC(=O)Nc2ccc3c(c2)oc(=O)n3C)c1	100	-0.2
O=S(=O)(Nc1ccc(Cl)c(C(F)(F)F)c1)c1cnc[nH]1	105	1.5
O=C(O)CCCc1nc(-c2cnc3n(c2=O)CCS3)no1	101	-0.3
CCN(CC)c1ccc(/C=N/O)c(O)c1	107	0.4
O=C(CSc1ncnc2sccc12)N(Cc1cccs1)c1ccc2c(c1)OCCO2	115	1
Nc1nc(SCC(=O)N2CCCC2)[nH]c(=O)c1NC(=O)c1cccs1	102	0
N#Cc1ccc(CSc2cccc3cccnc23)cc1	104	0.8
C=C(C)CNc1nc(-c2ccccc2)c(-c2ccccc2)s1	99	-0.8
CCCn1ccc2c(OCC(=O)Nc3ccc(C(F)(F)F)cc3)cccc2c1=O	108	0.4
COC(=O)c1c(NC(=O)/C(C#N)=C/c2ccc(OC)cc2)sc2c1C(C(=O)OC)CC2 (stereo not given)	105	0.5
CCOC(=O)c1c(NC(=O)c2cc(-c3ccccc3OC)on2)sc(C)c1C	73*	-4.6*

Reprinted from the part before: 3 compounds, followed by the next part.
SMILES	PV pol inh	PV pol inh FP z-score
CCCn1ccc2c(OCC(=O)Nc3ccc(C(F)(F)F)cc3)cccc2c1=O	108	0.4
COC(=O)c1c(NC(=O)/C(C#N)=C/c2ccc(OC)cc2)sc2c1C(C(=O)OC)CC2 (stereo not given)	105	0.5
CCOC(=O)c1c(NC(=O)c2cc(-c3ccccc3OC)on2)sc(C)c1C	73*	-4.6*
Cc1cc(-n2sc3ccccc3c2=O)c2ccccc2n1	121	1.3
N#Cc1c(/N=C/c2ccc(F)c(F)c2)sc2c1CCC2	102	0.1
COc1ccc(NC(=O)COc2ncnc3sccc23)cc1	106	0.4
N#Cc1ccc(COC(=O)CC2CCS(=O)(=O)C2)cc1 (stereo not given)	100	-0.3
Cc1ccc(OCC(=O)Nc2nnc(SCc3cc(=O)c4ccccc4[nH]3)s2)cc1C	106	0.1
Clc1cccc(-n2cc(-c3ccccc3)c3c(NCC4CCCO4)ncnc32)c1 (stereo not given)	103	0.4
COc1ccccc1NC(=O)Cc1noc(COC(=O)c2cccc(S(=O)(=O)N3CCc4ccccc43)c2)n1	107	0.9
Cc1cc(N)nc(=S)[nH]1	104	0.8
CC(=O)N1N=C(c2ccc3ccccc3c2)OC12CCCC2	102	0.3
COc1ccccc1N1CCN(C(=O)c2cc3ccc4cccnc4c3[nH]2)CC1	102	0
COC(=O)/C(C#N)=C/c1ccc(-c2ccccc2)o1	82	-7.3
O=C(Cn1cnc(S(=O)(=O)N2CCCC2)c1)Nc1cccc(Br)c1	95	-2.6
Fc1c(F)c(C(F)(F)F)c(F)c(F)c1Sc1nc2ccccc2o1	101	0.6
CCOC(=O)c1csc(NC(=O)c2ccc(S(=O)(=O)N(CC)CC)cc2)n1	104	0.4
CC1Cc2ccccc2N1C(=O)COC(=O)c1ccc(-n2cnnn2)cc1 (stereo not given)	106	0.4
Cc1ccc(C)c(C(C)NC(=O)Cc2c(C)noc2C)c1 (stereo not given)	99	-0.5
COc1ccc(NC(=O)C(=O)NCCc2ccccc2)cc1OC	104	0
COc1cccc(C2=NOC(C(=O)NC3CCCC3)C2)c1 (stereo not given)	101	0.3
O=C(CSCc1cnn(-c2ccccc2)c1-n1cccc1)N1CCN(c2ccc(F)cc2)CC1	101	-0.7
c1cc2c3c(cccc3c1)NC1(CCCCC1)N2	100	-0.2
COc1ccccc1NC(=O)c1oc2ccccc2c1NC(=O)COc1cccc(C)c1	104	0
COc1ccc(C2=NN(C(=O)COC(=O)c3ccc4c(c3)C(=O)N(CCC(C)C)C4=O)C(c3ccco3)C2)cc1 (stereo not given)	102	-0.2
CC(=O)c1cc2c(cc1NC(=O)c1c(C)nn(-c3ccc(C)cc3)c1-n1cccc1)OCO2	107	-0.1
CCn1c(NC(=S)Nc2ccccc2)nc2ccccc21	101	0.3
CCOC(=O)C1CCCN(C(=O)C2CCCCC2)C1 (stereo not given)	100	-0.3
Cc1cc(NC(=O)/C=C/c2cccs2)n(-c2ccccc2C(F)(F)F)n1	98	-1.8
O=C(Nc1nnc(S(=O)(=O)N2CCCc3ccccc32)s1)c1ccccc1	111	0.7
CCc1nn2c(=O)c(S(=O)(=O)Nc3ccc(C)c(C)c3)c(C)nc2s1	102	-0.7
O=C(CN1CCSc2ccccc21)N1CCN(c2cccc(Cl)c2)CC1	104	-0.6
Cc1cc(C)c(NC(=O)CN2C(=O)CCSc3ccc(S(=O)(=O)N4CCCC4)cc32)c(C)c1	104	-0.6
O=C(O)CCc1ccc2c(c1)OCCO2	103	0.5
O=C(Cn1cc(S(=O)(=O)Cc2ccccc2Cl)c2ccccc21)NCCc1ccccc1	106	0.1
CCOC(=O)Cn1c(=N)n(Cc2ccccc2F)c2ccccc21	103	0.2
O=C(c1ccc2c(c1)N(Cc1ccccc1)C(=O)c1ccccc1S2)N1CCCC1	99	-1.1
CC1=[N+]([O-])C(C)(C)C(c2ccc(Cl)cc2)=[N+]1[O-]	103	0.3
CCn1c(=N)n(CC(=O)c2ccc(Br)cc2)c2ccccc21	102	-0.2
Brc1csc(CNCCc2ccco2)c1	86*	-2.2*
COc1cc2ccccc2cc1C(=O)NCC(F)(F)F	101	-0.4
c1ccc(-c2cc(N3CCOCC3)n3cnnc3n2)cc1	105	1.9
Cc1cccc(CN2CCN(Cc3cccc(C)c3O)CC2)c1O	104	0.2
CN(C)C(=O)COc1cc2oc(=O)c3c(c2cc1Cl)CCC3	102	0.2
O=C(O)CNC(=O)Cn1cnc2sc3c(c2c1=O)CCCC3	105	1
O=C(CCCCCn1c(=O)[nH]c2ccccc2c1=O)NCCc1ccccc1	103	-0.5
Cc1n[nH]c(C)c1CCCCCOc1ccccc1	105	0.6
O=C(NCc1ccccc1Cl)c1ccc2c(c1)NC(=O)C(CS(=O)(=O)Cc1ccc(Cl)cc1)N2 (stereo not given)	89	-3.7
CCC1Oc2ccccc2N(CC(=O)N2CCOCC2)C1=O (stereo not given)	102	0.1
Cc1ccc(OCC(=O)C(C#N)c2nc3ccccc3[nH]2)cc1 (stereo not given)	99	-0.2
Cc1ccc(-n2cc(-c3ccccc3)c3c(N4CCCCC4)ncnc32)cc1	110	0.6
CN(C)c1ccc(/C=c2/sc3nnc(-c4ccccc4)n3c2=O)cc1	107	1.3
COc1ccc(C2CCCCCN2C(=O)Cn2ncc(=O)c3ccccc32)cc1 (stereo not given)	96	-0.6
COc1ccc(OC)c(NC(=O)Cn2cnc3c(oc4ccccc43)c2=O)c1	104	-0.5
CC(C)(C)c1ccc(C(=O)NNc2cc(N3CCOCC3)nc(N3CCOCC3)n2)cc1	103	0.3
COC(=O)C1=C(C)NC(C)=C(C(=O)OC)C1C(=O)OCCCn1c(=O)[nH]c2ccccc21	102	0
Cn1c(CNC(=O)c2ccc(Cl)cc2)nnc1SCC(=O)N1CCc2ccccc2C1	100	-0.7
O=C(NCc1cccs1)c1ccc2c(c1)N(Cc1ccccc1)C(=O)c1ccccc1S2	100	-0.5
COc1ccc(CCn2c(=O)[nH]c3cc(C(=O)NCc4ccco4)ccc3c2=O)cc1OC	98	-1.5
CC(C)(C)c1oc2cc(Br)c(O)cc2c1C(=O)O	100	0
O=S(=O)(c1ccc(Cl)cc1)c1nc(-c2ccco2)oc1SCc1ccccc1F	111	1.9
CCOC(=O)c1c(NC(=O)CCCOc2ccccc2C)sc2c1CCC(C)C2 (stereo not given)	108	0.7
Fc1cccc(F)c1/C=N/n1cnnc1	102	0.2

(cont.)
SMILES	PV pol inh	PV pol inh FP z-score
O=C(NCC1CCCO1)c1ccc(-n2ccc3ccccc32)s1 (stereo not given)	99	-0.8
Cc1ccsc1CNC(=O)c1ccc(Cl)cc1	102	-0.2
O=C(OCC(=O)N1CCN(C(=O)COC(=O)c2ccncc2)CC1)c1ccncc1	103	0.3
COCCCNC(=O)c1ccc2c(c1)nc1n2CCCCC1	110	0.4
Cc1cc(C)c2c(n1)sc1c(=O)n(Cc3ccccc3Cl)nnc12	103	0.2
COc1ccc(-c2nc(SCC(=O)NC3CCCC3)c(-c3ccc(C)cc3)[nH]2)cc1	100	-0.9
Cc1csc(SCC(=O)NCc2cccs2)n1	110	1.1
Cc1noc(C)c1-c1nc(CSc2ccccc2)no1	103	0
Cc1cccc(C)c1NC(=S)N1CCCCC1CO (stereo not given)	106	0.5
COC(=O)c1cc(-c2ccccc2)n(CC(=O)O)c1C	100	0
O=C(Nc1ccccc1)c1nc[nH]c1C(=O)O	102	-0.4
COCCNc1nc(NCc2ccccc2OC)c2cnn(C)c2n1	104	-0.3
CN1CCC(NCCO)CC1	106	0.8
Cc1cccn2c(Nc3ccccc3)c(-c3ccc(N4CCOCC4)cc3)nc12	106	0.2
COc1ccc(-n2c(C)cc(CNS(=O)(=O)c3ccccc3)c2C)cc1	101	0

Taken from above:
`O=C(Nc1ccccc1)c1nc[nH]c1C(=O)O` @ PV pol inh FP z-score = -0.4
`COC(=O)c1cc(-c2ccccc2)n(CC(=O)O)c1C` @ PV pol inh FP z-score = 0
`O=C(NCC1CCCO1)c1ccc(-n2ccc3ccccc32)s1` (stereo not given) @ PV pol inh = 99
`COCCNc1nc(NCc2ccccc2OC)c2cnn(C)c2n1` @ PV pol inh FP z-score = -0.3
`O=C(OCC(=O)N1CCN(C(=O)COC(=O)c2ccncc2)CC1)c1ccncc1` @ PV pol inh FP z-score = 0.3
`Cc1ccsc1CNC(=O)c1ccc(Cl)cc1` @ PV pol inh = 102

Profiles from above:
Profile of `O=C(NCC1CCCO1)c1ccc(-n2ccc3ccccc32)s1` (stereo not given) : PV pol inh: 99; PV pol inh FP z-score: -0.8
Profile of `COc1ccc(-n2c(C)cc(CNS(=O)(=O)c3ccccc3)c2C)cc1` : PV pol inh: 101; PV pol inh FP z-score: 0

Quoted from the results shown (7 entries):
SMILES	PV pol inh	PV pol inh FP z-score
Cc1cc(C)c2c(n1)sc1c(=O)n(Cc3ccccc3Cl)nnc12	103	0.2
COc1ccc(-c2nc(SCC(=O)NC3CCCC3)c(-c3ccc(C)cc3)[nH]2)cc1	100	-0.9
Cc1csc(SCC(=O)NCc2cccs2)n1	110	1.1
Cc1noc(C)c1-c1nc(CSc2ccccc2)no1	103	0
Cc1cccc(C)c1NC(=S)N1CCCCC1CO (stereo not given)	106	0.5
COC(=O)c1cc(-c2ccccc2)n(CC(=O)O)c1C	100	0
O=C(Nc1ccccc1)c1nc[nH]c1C(=O)O	102	-0.4

Remaining list, next part
SMILES	PV pol inh	PV pol inh FP z-score
CCOc1ccc2nc(N3CCC(C(=O)Nc4c(C)cccc4C)CC3)sc2c1	105	-0.2
C/C(=N/NC(N)=S)c1ccc(Br)s1	101	-0.3
COC(=O)c1sccc1S(=O)(=O)N1CCN(c2ccccc2OC)CC1	113	1.8
CC(=O)Nc1ccc(NC(=O)C(C)Sc2n[nH]c(=O)n2Cc2ccccc2)cc1 (stereo not given)	104	0.4
CCOc1ccc(CNc2ccc(NC(=O)c3ccco3)cc2)cc1OCC	101	-0.3
CCOC(=O)c1csc(N)n1	106	0.3
Cc1nn2c(c1-c1ccccc1)NC(C(F)(F)F)(C(F)(F)F)NC2=O	106	0.3
COc1cccc(C(=O)Nc2c3c(nc4ccccc24)CCCC3)c1	102	0.3
COc1cc(Cl)c(NS(=O)(=O)c2cc3[nH]c(=O)c(=O)[nH]c3cc2C)c(OC)c1	94	-2.7
C#CCN=Cc1c(O)[nH]c(=O)[nH]c1=O	113	1.8
CCOc1ccccc1C(=O)OCC(=O)NC1CC1	102	0.1
CCOC(=O)C1=C(C)N(CCO)C(=O)NC1c1ccc(O)cc1 (stereo not given)	105	0.3
CC(C)n1c(=O)c2oc3ccccc3c2n(CC(=O)NCc2ccccc2)c1=O	103	0.6
CCc1cc2c(SCC(=O)C(C#N)=C3N(C)c4ccccc4N3C)ncnc2s1	106	0.9
O=C1C=C2N(c3ccccc3)CCOC2(O)c2ccccc21 (stereo not given)	37*	-6.3*
Cc1oc2c(c(C)cc3oc(=O)c(CC(=O)NCCc4ccccc4F)c(C)c32)c1C	99	-2.3
CCOc1ccc(S(=O)(=O)c2cc3cccc(OCC)c3oc2=O)cc1	112	1.3
c1ccc2c(CN3CCNCC3)cccc2c1	97	-0.8
CCOC(=O)c1cc(-c2ccc(F)cc2)n(CC(=O)N(C)Cc2ccccc2)c1C	104	0.8
O=C1CCS(=O)(=O)c2ccccc2N1Cc1ccccc1	103	0.2
C=CCN=Cc1c(O)[nH]c2ccccc12	99	-0.1
COc1ccccc1CNC(=O)CCCn1c(=O)c2ccccc2n(Cc2ccc(C)cc2)c1=O	102	-1.2
Cc1nc2ccccc2n1CC(O)COc1ccc(C(=O)O)cc1 (stereo not given)	105	-1
COc1ccc(CN2C(=O)c3cccnc3C2=O)cc1S(=O)(=O)NC1CC1	105	0.6
Cc1ccccc1OCc1nnc(SCC(=O)N(Cc2ccccc2)C(C)(C)C)o1	98	-1.1
CCc1cccc(NC(=O)C(Cc2ccccc2)NS(=O)(=O)c2ccc3c(c2)c(=O)n(C)c(=O)n3C)c1 (stereo not given)	98	-0.5
N#Cc1ccccc1OCC(=O)c1cccs1	103	-0.2
O=C(c1ccccc1)N1CCN(C(=O)c2ccc(OC(F)(F)F)cc2)CC1	105	0.5
O=C(NCCc1ccc(Cl)cc1)C(=O)NCC(c1cccs1)S(=O)(=O)c1cccs1 (stereo not given)	112	1
COc1ccc(OCCCN2C(=O)NC(C)(C)C2=O)cc1	101	0.2
O=C(O)C(=Cc1ccc(-c2cccc(Cl)c2)o1)C(=O)O	99	0

Only part of the results is shown. The share of hits here may be higher or lower than overall.
